Source: PubChem BioAssay (Southern Research Institute)
GST TR-FRET counter: biotin-GST/anti-GST TR-FRET signal inhibitors, dose response, artefact control for Vif-APOBEC3G degradation inhibitor project, biochemical (AID 1117362) | TR-FRET counter screen, biotin-GST/anti-GST signal | IC50 in µM for hits, for the others inhibition, % at the top dose, mostly 100 µM | hit rate 2.8% among 3,600;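 active = inhibition above 30% at one or more concentrations, seen consistently on every test date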;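 note: biotinylated GST protein used in place of GST-Vif 1-94 and biotin-A3G peptide; detects fluorescence quenchers or blockers of GST binding to anti-GST antibody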
The depositor's hits bear a star. A portion of the library. The share of hits here may be higher or lower than overall.

Compound: COc1ccc(-n2c(=O)[nH]c3ccccc3c2=O)c(OC)c1
  GST TR-FRET counter: 0.5%
Compound: Cc1cc(C)c(S(=O)(=O)NCC2CCC(C(=O)N3CCC4(CC3)OCCO4)CC2)c(C)c1 (stereo not drawn)
  GST TR-FRET counter: -4.3%
Compound: COc1ccc(CN2C(=O)NC(=O)/C(=C/c3ccc([N+](=O)[O-])o3)C2=O)cc1
  GST TR-FRET counter: 6.8%
Compound: CCN1C(=O)/C(=C\c2ccc([N+](=O)[O-])s2)C(=O)NC1=S
  GST TR-FRET counter: 10%
Compound: O=C(c1ccc2nc(-c3ccco3)c(-c3ccco3)nc2c1)N1CCC2(CC1)OCCO2
  GST TR-FRET counter: >100µM*
Compound: O=C(O)CC1OCC=C2CN3CCC45C6=CC(=O)C(=O)C([N+](=O)[O-])=C6NC4C1C2CC35 (stereo not drawn)
  GST TR-FRET counter: 4.3%
Compound: COc1ccc2c(c1)CC1(CN2C)C(=O)NC(=O)N(c2ccc(C)cc2)C1=O (stereo not drawn)
  GST TR-FRET counter: 2.3%
Compound: O=C1NC(=O)C(=Cc2ccc(SC3CCCCC3)o2)C(=O)N1
  GST TR-FRET counter: 2.5%
Compound: CC(C)N(CC(O)c1cccc([N+](=O)[O-])c1)C(C)C (stereo not drawn)
  GST TR-FRET counter: 11%
Compound: O=S(=O)(O)C(=Cc1ccccc1)c1ccccc1 (tested in a mixture with another compound)
  GST TR-FRET counter: -0.5%
Compound: Nc1ccc(N2CCN(Cc3ccccc3Cl)CC2)c(Cl)c1
  GST TR-FRET counter: 3.0%
Compound: CC(C)N1C(=O)/C(=C/C=C/c2ccco2)C(=O)N(Cc2ccco2)C1=O
  GST TR-FRET counter: 2.9%
Compound: O=C1C2CCCN2C(c2ccc(Cl)cc2)N1c1ccccn1 (stereo not drawn)
  GST TR-FRET counter: -1.0%
Compound: NNC(=O)CN1C(=O)CN=C(c2ccccc2)c2cc(Br)ccc21
  GST TR-FRET counter: 3.0%
Compound: CC1=C(C(=O)O)N2C(=O)[C@@H](NC(=O)CCCC(=O)O)[C@H]2SC1
  GST TR-FRET counter: 0.0%
Compound: COc1ccccc1N1C(=O)NC(=O)/C(=C/c2ccc([N+](=O)[O-])s2)C1=O
  GST TR-FRET counter: -11%

2 entries from above, as tab-separated lines:
SMILES	GST TR-FRET counter
O=C(O)CC1OCC=C2CN3CCC45C6=CC(=O)C(=O)C([N+](=O)[O-])=C6NC4C1C2CC35 (stereo not drawn)	4.3%
O=C1C2CCCN2C(c2ccc(Cl)cc2)N1c1ccccn1 (stereo not drawn)	-1.0%

A different layout for 3 compounds above:
smiles,GST TR-FRET counter
Cc1cc(C)c(S(=O)(=O)NCC2CCC(C(=O)N3CCC4(CC3)OCCO4)CC2)c(C)c1 (stereo not drawn),-4.3%
COc1ccc(CN2C(=O)NC(=O)/C(=C/c3ccc([N+](=O)[O-])o3)C2=O)cc1,6.8%
CCN1C(=O)/C(=C\c2ccc([N+](=O)[O-])s2)C(=O)NC1=S,10%
